D1 antagonist = Antagonist of Human D 1 Dopamine Receptor: qHTS | AID 504652, 2011 | D(1A) dopamine receptor (Homo sapiens), P21728 | hit rate 3.2% among 360,000 | activity change, negative = inhibition, % at 10 µM | HEK293 TREx D1 cells, calcium flux, dopamine EC80; stronger effect = lower value; in the data active = activity change below about -30%; note: % is set by controls: 0 for no effect and ±100 for the full control effect
Target sequence (P21728 whole entry, looked up): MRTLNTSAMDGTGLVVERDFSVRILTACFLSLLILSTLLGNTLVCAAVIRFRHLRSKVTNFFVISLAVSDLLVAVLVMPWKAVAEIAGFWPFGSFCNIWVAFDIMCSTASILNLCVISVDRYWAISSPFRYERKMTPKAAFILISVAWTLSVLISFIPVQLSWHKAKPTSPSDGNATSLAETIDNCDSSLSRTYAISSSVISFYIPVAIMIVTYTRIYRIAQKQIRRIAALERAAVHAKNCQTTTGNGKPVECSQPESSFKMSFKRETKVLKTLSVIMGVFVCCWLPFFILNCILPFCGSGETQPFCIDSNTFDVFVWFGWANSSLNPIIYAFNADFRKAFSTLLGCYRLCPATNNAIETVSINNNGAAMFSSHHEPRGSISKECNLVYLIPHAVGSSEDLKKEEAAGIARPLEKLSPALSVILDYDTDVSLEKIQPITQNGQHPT
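Cells carrying a force-coupled, tetracycline-inducible human D1 receptor report calcium flux. Each well gets a 10 s baseline, compound with 180 s monitoring, then an EC80 dopamine stimulus with a second 180 s kinetic read.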
D2 potentiator = HTS Assay for Positive Allosteric Modulators of the Human D2 Dopamine Receptor: Primary Screen for Potentiators; HEK293 T-REx D2, calcium flux, EC20 dopamine potentiation; potentiation, % at 10 µM; hit rate 0.34% among 340,000;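 active = potentiation over 3 SD above the plate norm, cut at about 30% in these data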; note: 0% is about no effect
Target sequence (P14416 whole entry, looked up): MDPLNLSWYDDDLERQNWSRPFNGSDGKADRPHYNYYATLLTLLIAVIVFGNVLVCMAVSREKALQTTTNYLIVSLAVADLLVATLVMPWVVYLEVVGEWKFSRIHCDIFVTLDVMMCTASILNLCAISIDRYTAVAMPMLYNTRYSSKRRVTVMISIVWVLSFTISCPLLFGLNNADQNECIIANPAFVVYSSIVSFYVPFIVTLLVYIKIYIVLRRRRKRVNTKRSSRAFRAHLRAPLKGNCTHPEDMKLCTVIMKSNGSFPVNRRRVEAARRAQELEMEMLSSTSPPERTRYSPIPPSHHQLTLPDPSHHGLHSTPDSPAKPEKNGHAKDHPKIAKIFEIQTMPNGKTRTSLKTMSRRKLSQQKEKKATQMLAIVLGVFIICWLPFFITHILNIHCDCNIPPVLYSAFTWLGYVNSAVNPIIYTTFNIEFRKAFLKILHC
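Potentiation of an EC20 dopamine calcium response measured kinetically over 180 s, after a preceding 180 s compound-only read flagging agonists. Cells: inducible Hek293 Trex D2 line, 4000/well, cultured overnight at 30 C before dye loading.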
RXFP1 antag = qHTS Assay for Antagonists of the Relaxin Receptor RXFP1 | HEK293-RXFP1, relaxin-stimulated cAMP HTRF, 30 min; stronger effect = lower value | activity change, negative = inhibition, % at 57.5 µM | hit rate 0.59% among 350,000 | AID 1259400, 2018;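 active = activity change of -60% or lower, but not beyond a set lower limit; inconclusive = change between -60% and -40%, or beyond the set limit; inactive = change above -40%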; note: % is set by controls: 0 for no effect and ±100 for the full control effect
Apoferritin bind = qHTS Assay for Identification of Novel General Anesthetics; apoferritin/1-aminoanthracene competitive binding, fluorescence; Potency, µM (titrated, usually from 77.5 µM), without a hit: at the top dose activity change, negative = displacement, actives largely listed as inhibitors; hit rate 0.074% among 350,000; note: potency is the fitted concentration of half-maximal effect; % is set by controls: 0 for no effect and ±100 for the full control effect; nearly all actives have a fitted effect of over 20% in size
Target sequence (P02791 2-175 limits assumed): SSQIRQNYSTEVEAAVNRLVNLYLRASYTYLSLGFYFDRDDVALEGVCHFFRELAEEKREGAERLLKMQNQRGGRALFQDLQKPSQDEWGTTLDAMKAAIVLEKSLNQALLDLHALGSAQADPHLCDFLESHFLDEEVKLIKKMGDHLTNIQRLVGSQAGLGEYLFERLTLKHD
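Probe: 1-aminoanthracene (50% saturated, PBS). Protein: horse-spleen apoferritin, 10 uM. Incubation: 10 min, room temperature. Detection: 380 nm excitation, 535 nm emission. Analysis: normalized response, four-parameter Hill.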
TRHR PAM = qHTS for Small Molecule Agonists and Allosteric Enhancers of Human TRH Receptor: Primary Screen for Enhancers; Thyrotropin-releasing hormone receptor (Homo sapiens), P34981; enhancement, % at 2 µM; hit rate 0.66% among 360,000; TRHR cells, fluo-8 calcium fluorescence, EC20 TRH enhancement; in the data active = enhancement above about 30%; note: 0% is about no effect
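Enhancer read-out: after compound pinning and an initial kinetic agonist-mode read, an EC20 of TRH (10 nM final) was injected and fluo-8 calcium signal (Ex 480/Em 530) followed at 1 s/cycle for 100 cycles in TRHR-expressing cells.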
TRHR ag = qHTS for Small Molecule Agonists and Allosteric Enhancers of Human TRH Receptor: Primary Screen for Agonists | Thyrotropin-releasing hormone receptor (Homo sapiens), P34981 | TRHR cells, calcium flux fluo-8, FDSS agonist mode | activation, % at 2 µM | hit rate 0.18% among 360,000 | AID 493084, 2011; in the data active = activation above about 30%; note: 0% is about no effect
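TRHR-expressing cells, plated overnight in medium with 10% serum, were loaded with fluo-8 calcium dye at room temperature. After a 10 s baseline, library compound was pin-added and calcium release was recorded kinetically (ex 480/em 530) as agonist response.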
D1 potentiator = Potentiators of Human D1 Dopamine Receptor: qHTS; potentiation, % at 10 µM; hit rate 0.036% among 360,000; AID 504651, 2011; HEK293 TREx D1 cells, calcium flux, dopamine EC20 potentiation; in the data active = potentiation above about 30%; note: 0% is about no effect
RXFP1 ag = qHTS Assay for Agonists of the Relaxin Receptor RXFP1 | hit rate 0.3% among 370,000 | HEK293T-RXFP1 cAMP TR-FRET, 30 min; response scale: percent of porcine relaxin response, buffer zero | Potency, µM (titrated, usually from 57.5 µM), inactives show at the highest dose activation, most hits filed as activators; note: potency is the fitted concentration of half-maximal effect; % is set by controls: 0 for no effect and ±100 for the full control effect; nearly all actives have a fitted effect of over 60% in size; many of its hits are not listed in these tables
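Agonist response is measured as cAMP accumulation in an RXFP1-transfected HEK293T line under PDE4 inhibition. Values are scaled between buffer-only and 29 nM porcine relaxin, and EC50s come from standard Hill equation fits.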
D1 ag = Allosteric Agonists of the Human D1 Dopamine Receptor: qHTS; D(1A) dopamine receptor (Homo sapiens), P21728; HEK293 T-REx D1 cells, calcium flux, agonist mode; activation, % at 2 µM; hit rate 1% among 360,000; in the data active = activation above about 30%; note: 0% is about no effect
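Tetracycline-induced HEK293 TREx D1 cells, force-coupled to calcium signalling, were dye-loaded with a no-wash calcium kit. Compound was pin-added after a 10 s baseline. Fluorescence was read kinetically at 1 cycle/s for 180 s, with calcium rises flagged as agonism.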
An asterisk follows results filed as active; ? = inconclusive; . = no result given; & = joins results of further samples; [ ] = another dose, or the depositor's remark. Unless noted, calls come from the whole dose curve; as a rule, active = well fitted curve in the direction sought with a large enough effect; inconclusive = small, poorly fitted or top-dose-only effect, or another doubt; inactive = no such curve, though single readings can be large; an effect the other way counts as inactive or inconclusive.

SMILES	D1 antagonist	D2 potentiator	RXFP1 antag	Apoferritin bind	TRHR PAM	TRHR ag	D1 potentiator	RXFP1 ag	D1 ag
CCn1cc2nc(SCc3ccc(C)cc3)n(CCc3ccccc3)c(=O)c2n1	18	1	.	-9%	-16	1.2	7	12%	13
NC(=O)CSc1nnc(-c2ccc(O)cc2)n1Cc1ccco1	-4	11	6	6%	8	0.4	-6	0.3%	-2
O=C(NCc1ccc2c(c1)CCN2C(=O)c1ccncc1)c1ccccc1F	-1	14	-14	-7%	7	-0.6	1	1.2%	12
COc1ccc(NC(=O)CC2SC(N)=NC2=O)c([N+](=O)[O-])c1 (centres undefined)	-10	7	-2	-7%	4	0.5	-3	2.9%	3
Cc1cc(Cl)ccc1NC(=S)NCCN1CCOCC1	0	3	24	-5%	-2	-0.4	2	3.4%	1
Cc1cc(S(=O)(=O)Nc2ccc(F)cc2)c(C)s1	-3	9	25	?	13	-1.2	0	2.0%	15
O=[N+]([O-])c1ccc(N2CCCCC2)nc1	-4	1	-1	37%[activator]	2	1.5	-3	1.6%	6
Nc1nc(NCCCN2CCOCC2)nc(Nc2ccc(Cl)cc2)c1[N+](=O)[O-]	10	-1	4	-8%	9	-0.3	-1	2.1%	1
Cc1csc(C(C#N)C(=O)c2ccc(S(=O)(=O)N3CCCC3)cc2)n1 (centres undefined)	-4	1	-26	-17%	24	1.7	2	-2.4%	2
Cc1ccc(NS(=O)(=O)c2ccc3c(c2)C(C(C)C)C(=O)N3)cc1C (centres undefined)	-1	1	-7	-10%	1	0.0	-2	-1.3%	1
CSc1ccccc1NC(=O)COC(=O)c1c[nH]c(=O)[nH]c1=O	7	4	17	29%	-4	-3.8	0	-2.0%	4
Cc1cccc(C)c1OCC(=O)OC/C(O)=C(\C#N)c1nc2ccccc2[nH]1	1	-2	-16	-3%	6	1.2	-2	8.6%	3
O=C(Nc1ccc(F)c(F)c1)c1ccc(F)c(S(=O)(=O)N2CCOCC2)c1	-33*	-9	.	-16%	-7	0.2	-3	0.7%	15
Cc1cc(C)nc(NCC(O)CNc2ccccc2C)n1 (centres undefined)	-14	-1	10	-14%	-2	0.1	-8	1.0%	-1
O=C(Nc1cccc(-c2ccc3nncn3n2)c1)c1ccco1	9	4	-3	-13%	-2	1.2	-7	7.0%	4
CC(=O)Nc1nnc(/C=C/c2cccc([N+](=O)[O-])c2)s1	-54*	7	4	3%	-1	-0.3	-1	0.3%	-2
O=[N+]([O-])c1ccc(N2CCCCC2)cn1	-4	3	-1	-22%	18	-0.2	-3	2.2%	0
O=C(/C=C/c1c(F)cccc1Cl)Nc1nc2ccccc2[nH]1	2	-1	9	-6%	1	0.2	-2	5.8%	3
Oc1cccc(NC(=S)Nc2ccccc2)c1	-13	11	0	-4%	5	1.7	-5	1.4%	2
CC(C)c1ccc(C2(C)NC(=O)N(CC(=O)N3CCN(C(=O)c4cccs4)CC3)C2=O)cc1 (centres undefined)	-20	.	-7	.	1	0.0	16	-0.4%	5
Cc1cc(C)n(C(=O)CN2C(=O)c3ccccc3C2=O)n1	20	-2	-6	-2%	1	0.8	-6	-0.4%	5
CCOC(=O)c1sc(NC(=O)c2cccs2)cc1C	-15	-8	-21	265%[activator]	-3	0.2	-4	-0.8%	-1
Cc1ccc(Cc2nc(-c3cccc(C)c3)no2)cc1	-21	-1	-23	-11%	-1	-0.3	-4	0.3%	3
COc1ccc(/C=C/C(=O)Nc2nc3n(n2)C(c2ccccc2)C=C(c2ccccc2)N3)cc1 (centres undefined)	-15	-7	-28	-9%	-1	-0.2	-1	5.3%	7
CCOc1ccc(C(=O)NCC(=O)NCCOc2ccc(C)cc2)cc1	-9	5	0	-3%	2	-1.4	0	-0.5%	2

(further entries)
SMILES	D1 antagonist	D2 potentiator	RXFP1 antag	Apoferritin bind	TRHR PAM	TRHR ag	D1 potentiator	RXFP1 ag	D1 ag
O=C(COc1c(Br)cc(Br)c2cccnc12)N1CCCCC1	7	-2	8	-20%	-11	-0.5	-3	?	0
Cc1c(NC(=O)CCN2C(=O)c3ccccc3C2=O)c(=O)n(-c2ccccc2)n1C	8	5	-16	-8%	14	-0.6	2	-2.0%	3
CCc1cc2c(cc3c(=O)n(CC(=O)N4CCN(c5ccccn5)CC4)nc(CC)n32)s1	-11	-1	-6	4%	3	-0.3	-8	2.0%	-1
COc1ccc(OC)c(CCNC(=O)c2cnn(-c3ccccc3)c2C2CCN(C(=O)OC(C)(C)C)CC2)c1	-16	6	-38	-10%	-5	0.1	0	0.1%	4
CC1=C(C(=O)OCc2ccccc2)C(c2ccc(C(C)(C)C)cc2)NC(=O)N1CCCCCC(=O)O (centres undefined)	48	-1	.	-15%&-18%	6	-0.3	1	-1.5%	0
O=c1cc[nH]c2c1ccc1c(=O)cc[nH]c12	-4	10	-7	7%	7	1.2	2	1.6%	1
Nc1nc(-c2ccc(-c3ccccc3)cc2)cs1	-47*	-5	-11	-7%	6	-1.4	-6	-0.1%	1
COc1ccc(OCCNC(=O)C(c2ccccc2)c2ccccc2)cc1	-10	20	-5	-4%	5	-0.1	-3	5.3%	22
CC(C)C(c1nnnn1Cc1ccco1)N1CCN(c2nc3ccccc3s2)CC1 (centres undefined)	3	6	-9	-8%	-5	0.5	-1	0.1%	2
CC(O)Cn1c(=O)c2c(nc(Br)n2Cc2ccccc2)n(C)c1=O (centres undefined)	5	14	-10	4%	1	-0.4	-7	2.5%	-2
O=C(N/N=C/c1cccnc1)c1ccccc1Cl	3	-14	11	3%	-2	0.5	1	2.9%	3
CCOC(=O)C1(Cc2cccc(OC)c2)CCN(Cc2ccc(OC)c(OC)c2)CC1	1	17	-6	-13%	3	-0.5	1	0.5%	6
COc1ccc(S(=O)(=O)c2c(O)c3ccc(C(=O)Nc4ccccc4)cc3[nH]c2=O)cc1	-2&-6	15&0	5&2	3%&-5%	0&-4	0.6&0.2	-1&2	1.8%&0.3%	1&3
CC(=O)NC12CC3CC(C1)CC(C(=O)N1CCN(S(=O)(=O)c4ccccc4[N+](=O)[O-])CC1)(C3)C2	1	-15	-2	.	0	0.1	.	-0.7%	4
CCOc1ccc2ccccc2c1/C=N/NC(=O)CC1(C)OCCCO1	-21	2	-5	-6%	-8	0.1	-9	0.3%	1
Fc1ccccc1CSc1nnc(-c2cccnc2)o1	8	4	0	?	17	-0.5	-2	2.8%	6
C/C(=N\NS(=O)(=O)c1ccc(C(C)(C)C)cc1)c1ccccc1	3	-5	-15	-1%	-8	-0.2	-4	0.6%	0
Cc1ccc(CNC(=O)Cn2nc(N3CCN(c4ccccc4)CC3)ccc2=O)cc1	23	-2	-3	?	-2	-0.5	-1	0.9%	1
CCC(C)NC(=O)C1CCC(CNS(=O)(=O)c2ccc3c(c2)CC(C)N3C(C)=O)CC1 (centres undefined)	-9	-4	16	-3%	-9	-0.1	-9	-0.3%	3
O=c1/c(=C/c2ccccn2)sc2nc3ccccc3n12	4	3	.	-8%	3	1.5	-4	1.1%	5
S=c1[nH]nc(CSCc2ccccc2Cl)n1C1CCCCC1	4	-7	-9	-10%	0	0.1	-5	2.0%	2
Cc1ccccc1CNC(=O)Cc1cccs1	-2	-8	-11	-5%	-1	0.0	0	2.7%	2
Clc1nc(Cl)nc(N(c2ccccc2)c2ccccc2)n1	14	6	.	-3%	-5	0.3	-7	2.3%	3
COc1ccc(NC(=O)COc2cccc(C(F)(F)F)c2)cn1	2	-14	-5	.	23	0.5	0	-1.0%	0
CC1=C(C(=O)Nc2ccc(Cl)cc2)C(c2ccc(C(F)(F)F)cc2)n2nnnc2N1 (centres undefined)	-5	-8	.	-8%	1	0.5	-4	1.2%	1

Ordered by the number under RXFP1 antag (rising): 3 from the list above
SMILES,RXFP1 antag
Cc1c(NC(=O)CCN2C(=O)c3ccccc3C2=O)c(=O)n(-c2ccccc2)n1C,-16
CC(O)Cn1c(=O)c2c(nc(Br)n2Cc2ccccc2)n(C)c1=O (centres undefined),-10
CCOC(=O)C1(Cc2cccc(OC)c2)CCN(Cc2ccc(OC)c(OC)c2)CC1,-6

(list continues)
SMILES	D1 antagonist	D2 potentiator	RXFP1 antag	Apoferritin bind	TRHR PAM	TRHR ag	D1 potentiator	RXFP1 ag	D1 ag
CC1CCc2c(C(=O)NCC3CCCO3)csc2C1 (centres undefined)	-7	.	-3	-17%	-14	0.4	3	-0.5%	4
CCN1CCN(CC(=O)c2ccc(OC)cc2)CC1	2	0	1	-10%	-3	0.6	-4	-1.1%	3
O=C(NCC1CCCO1)c1csc2c1CCCCC2 (centres undefined)	-5	-18	-14	?	-5	0.0	-3	3.5%	0
CC(C)(C)OC(=O)NCCCCCNC(=O)c1[nH]cnc1C(=O)Nc1ccc(Cl)cc1	.	-2	.	.	2	-0.1	-2	-0.2%	-1
CC1CCN(c2c(NCC3CCC(C(=O)NCc4ccccc4)CC3)c(=O)c2=O)CC1 (centres undefined)	23	6	.	-7%	-4	-0.3	2	0.1%	-3
O=C(COC(=O)C1(c2ccc(Cl)cc2)CCCC1)NCc1ccco1	-18	2	-26	-20%	-6	0.4	1	-0.4%	4
COC(=O)C1=C(O)/C(=C\c2ccc(O)c(OC)c2)N=C1C	3	.	-10	-12%	7	0.7	-4	-1.3%	0

Copied from the list:
For RXFP1 ag, CC1CCc2c(C(=O)NCC3CCCO3)csc2C1 (centres undefined) is listed with -0.5%
For D1 antagonist, O=C(COC(=O)C1(c2ccc(Cl)cc2)CCCC1)NCc1ccco1 is listed with -18
For D2 potentiator, CC1CCN(c2c(NCC3CCC(C(=O)NCc4ccccc4)CC3)c(=O)c2=O)CC1 (centres undefined) is listed with 6
For D1 antagonist, COC(=O)C1=C(O)/C(=C\c2ccc(O)c(OC)c2)N=C1C is listed with 3
For D1 antagonist, O=C(NCC1CCCO1)c1csc2c1CCCCC2 (centres undefined) is listed with -5
For TRHR ag, CC(C)(C)OC(=O)NCCCCCNC(=O)c1[nH]cnc1C(=O)Nc1ccc(Cl)cc1 is listed with -0.1
For D2 potentiator, CCN1CCN(CC(=O)c2ccc(OC)cc2)CC1 is listed with 0

These rows are one share of the data (hit frequency here may not be typical).
